Source: PubChem BioAssay (several laboratories)
OX1R antag-1 – OX1R (HCRTR1) antagonists, primary screen, fluorescence, CHO/OX1R cells, Fluo-8 calcium, orexin A | AID 434989, 2010 | inhibition, % at 5 µM | Fluo-8 calcium fluorescence | hit rate 0.43% among 330,000;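 active means inhibition above its plate's threshold, mean inhibition of all tested compounds on the plate plus 3 SD, cut at about 37% in these data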;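 further: 0% = orexin A challenge wells and 100% = SB-334867-A antagonist wells; not every result past the cut was called active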
Target sequence (O43613 whole entry, looked up): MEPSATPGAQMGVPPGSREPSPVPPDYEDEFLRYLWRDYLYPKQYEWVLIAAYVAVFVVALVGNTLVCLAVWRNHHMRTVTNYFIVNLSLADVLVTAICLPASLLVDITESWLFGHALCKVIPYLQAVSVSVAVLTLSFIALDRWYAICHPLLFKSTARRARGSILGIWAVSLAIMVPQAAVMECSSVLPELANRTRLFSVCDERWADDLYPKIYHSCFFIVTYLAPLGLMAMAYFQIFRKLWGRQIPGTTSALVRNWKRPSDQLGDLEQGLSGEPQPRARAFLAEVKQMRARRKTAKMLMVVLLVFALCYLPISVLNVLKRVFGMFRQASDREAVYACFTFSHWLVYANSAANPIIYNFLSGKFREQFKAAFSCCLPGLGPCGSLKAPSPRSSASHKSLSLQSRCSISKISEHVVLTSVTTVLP
CHT allo act – CHT positive allosteric modulators, primary screen, cell-based, membrane potential dye, choline EC20 | AID 488977, 2010 | CHT-expressing cells; stronger effect = higher value; LV-AA mutant CHT in HEK293 cells | B-score at 10 µM | High affinity choline transporter 1 (Homo sapiens), Q9GZV3 | hit rate 0.49% among 310,000;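 active means initial fluorescence not abnormally high and integrated response B-score, plate-corrected, over 3 SD above library mean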
Target sequence (Q9GZV3 whole entry, looked up): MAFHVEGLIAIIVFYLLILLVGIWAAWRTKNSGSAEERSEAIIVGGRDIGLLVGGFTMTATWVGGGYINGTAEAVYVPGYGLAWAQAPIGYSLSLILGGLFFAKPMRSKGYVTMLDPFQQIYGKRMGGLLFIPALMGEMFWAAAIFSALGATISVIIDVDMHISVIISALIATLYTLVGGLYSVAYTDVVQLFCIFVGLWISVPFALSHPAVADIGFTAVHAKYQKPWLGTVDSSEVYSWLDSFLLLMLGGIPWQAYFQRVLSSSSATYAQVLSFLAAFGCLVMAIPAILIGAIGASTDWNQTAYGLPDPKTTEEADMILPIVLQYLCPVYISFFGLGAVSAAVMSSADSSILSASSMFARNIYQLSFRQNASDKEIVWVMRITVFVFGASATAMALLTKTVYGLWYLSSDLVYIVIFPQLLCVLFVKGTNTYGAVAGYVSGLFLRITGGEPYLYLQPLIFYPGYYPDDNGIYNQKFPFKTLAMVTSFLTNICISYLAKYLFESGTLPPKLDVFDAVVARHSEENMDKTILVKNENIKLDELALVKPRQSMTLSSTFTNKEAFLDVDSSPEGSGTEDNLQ
OX1R antag-2 – antagonists of human orexin 1 receptor (OX1R); OX1R-expressing cells, FRET antagonist read-out; inhibition, % at 6.6 µM; hit rate 1.8% among 330,000; AID 485270, 2010; in the data active means inhibition mostly above about 38%, no sharp cut-off; inactive means mostly below about 40%;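 further: 0% = agonist challenge alone and 100% = reference antagonist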
Numbers without * were called inactive; i = inactive; · = not tested or not shown; & = joins results of further samples.

Value order – OX1R antag-1 | CHT allo act | OX1R antag-2
> CC(=O)N1CCC(Nc2ccc(C)cc2)CC1
  -5 | i | 12
> Cc1sc2nc(CN3CCOCC3)[nH]c(=O)c2c1-c1ccccc1
  -16 | i | 7
> COc1ccc2c(c1)CCc1c(C(=O)N3CCCCCC3)noc1-2
  -27 | i | 7
> CCc1nnc(NC(=O)c2ccc(S(=O)(=O)N3CCc4ccccc4C3)cc2)s1
  -11 | i | 4
> CCOC(=O)Cn1cc(/C=N/NC(=O)CC#N)c2ccccc21
  -4 | i | 3
> COc1ccc(NS(=O)(=O)c2ccc(OC)c(NC(=O)CNC(=O)c3ccc(OC)cc3)c2)cc1
  3 | · | 3
> O=C(COc1ccccc1)Nc1nc(-c2cccnc2)cs1
  -9 | · | 2
> NS(=O)(=O)c1ccc(NC(=O)CSc2nnc3n2CCCCC3)cc1
  0 | · | 3
> C#CCNC(=O)C1=C[C@H](C(C)(C)C)C[C@H](OCCCCO)O1
  -15 | i | 14
> CCn1c(C)cc(C(=O)COC(=O)c2ccccc2[N+](=O)[O-])c1C
  -16 | · | 7
> CCOC(=O)c1cc2c(nc1NC(=S)Nc1ccccc1)CC(C)(C)OC2
  -16 | i | 8
> O=C(C1CCCN(S(=O)(=O)c2cnc[nH]2)C1)N1CC(=O)N(CCc2ccccc2)C(=O)C1 (stereo unspecified)
  -6 | i | 9
> CC(C)(CNC(=O)c1ccc(NS(=O)(=O)c2ccc(F)c(F)c2)cc1)N1CCOCC1
  -12 | i | 17
> Cc1n[nH]c(C)c1S(=O)(=O)N1CCN(C(=O)c2ccco2)CC1
  -2 | i | 17
> Cc1ccc(-c2c(C(=O)N/N=C/c3ccco3)nnn2-c2nonc2N)cc1
  -17 | i | 45
> CCOC(=O)C1CCN(C2=NC(=O)/C(=C/c3ccc(Cl)cc3)S2)CC1
  -11 | i | 1
> Nc1nc(Nc2ccccc2)nc(NCCO)c1[N+](=O)[O-]
  -30 | i | 12
> CC1=NN(C(=O)c2ccc(Cn3ccc([N+](=O)[O-])n3)cc2)C(O)(C(F)(F)F)C1 (stereo unspecified)
  -13 | i | 11
> COc1ccc(-c2csc(NC(=O)CCCc3cccs3)n2)cc1
  -1 | i | 11
> O=S(=O)(c1ccc(Cl)cc1)N(CCCN1CCOCC1)Cc1cccs1
  -31 | i | 0
> COc1ccc(/C=N/NC(=O)CCC(=O)Nc2ccc(Br)cc2)c(OC)c1
  -10 | i | 4
> CCCCNC(=O)CSc1cc(=O)n(C)c2ccccc12
  -8 | i | 7
> Cc1ccccc1NC(=O)CCCN1C(=O)C2CC=CCC2C1=O (stereo unspecified)
  -12 | i | 3
> Cc1ccc(S(=O)(=O)NCc2c(Cl)cccc2Oc2ccccc2)cc1
  -19 | i | 10
> Cc1ccc(CN2CCNC(=O)C2CC(=O)N(C)Cc2cnccn2)cc1 (stereo unspecified)
  2 | i | 0
> NCCCCCCNS(=O)(=O)c1cccc2c(Cl)cccc12
  -7 | i | 10
> COc1ccc(S(=O)(=O)N2CCCCC2)cc1NC(=O)C1CC(=O)N(c2ccc3c(c2)OCCO3)C1 (stereo unspecified)
  -17 | i | 0
> O=C(CCCN1C(=O)S/C(=C\C=C\c2ccccc2)C1=O)Nc1ccc(C(=O)O)cc1
  -4 | i | 8
> O=C(NCc1ccco1)c1ccc(-c2ccc(Cl)cc2)o1
  -46 | i | 12
> COc1ccc(C)cc1S(=O)(=O)N(CC(=O)O)c1ccc(C)cc1
  -9 | i | 5
> CCOc1ccc(Oc2nc(C)cc(OC)n2)nn1
  -11 | i | 25
> COC(=O)C(Cc1ccc(O)cc1)NC(=O)C(C)Oc1ccccc1 (stereo unspecified)
  5 | i | 25
> CNC[C@@H]1Oc2ccc(NS(=O)(=O)c3ccc(OC)cc3)cc2CC(=O)N([C@H](C)CO)C[C@@H]1C
  7 | · | 2
> O=C(C[C@@H]1C/C=C\CC[C@H](Cc2ccc(F)cc2)C(=O)OC[C@@H]2CCCN2C1=O)NCCO
  9 | · | 13
> COc1cc(NC(=O)CSCc2ccc(Cl)cc2Cl)c(C(=O)O)cc1OC
  -5 | i | 16
> Cc1cc(NC(=O)COC(=O)C2CC(=O)N(c3ccccc3Cl)C2)no1 (stereo unspecified)
  -3 | i | 1
> O=C(NCc1ccco1)c1c2c(nc3ccccc13)CCC2
  -4 | i | 20
> CCN(c1ccccc1)S(=O)(=O)c1ccc(NC(=O)c2nc(S(C)(=O)=O)ncc2Cl)cc1
  62* | i | 20
> CCC(C)C(=O)Nc1nc(C)c(-c2csc(Nc3ccc(Cl)cc3)n2)s1 (stereo unspecified)
  -22 | i | 8
> O=C(CC1Oc2ccccc2NC1=O)NCCCN1CCN(Cc2ccccc2)CC1 (stereo unspecified)
  -16 | i | 10
> C/C(CC(=O)Nc1ccc(C)c(Cl)c1)=N\NC(=O)C1CCCCC1
  3 | i | 8
> CC1(C)CC(=O)C(C=NCCN2CCN(C(=O)C34CC5CC(CC(C5)C3)C4)CC2)=C(O)C1
  -7 | i | 11
> COc1cc(C)nc(OCCNC(=O)COc2ccc(Cl)cc2Cl)n1
  -30 | i | 24
> CC(C)CCNC(=S)NC1CCCC1
  2 | i | 18
> O=C(Oc1ccccc1OC(=O)N1CCOCC1)N1CCOCC1
  -5 | i | 6
> O=C(CSc1ncccc1-c1nc2ccccc2[nH]1)N1CCc2ccccc21
  -13 | i | 45
> O=C(c1ccco1)N1CCN(Cc2cc(=O)oc3cc(O)ccc23)CC1
  6 | · | 0
> Cc1onc(-c2c(Cl)cccc2Cl)c1C(=O)c1c[nH]c(C(=O)NC2CC2)c1
  -13 | i | 8
> Cc1nc(SCC(=O)NCC2CCCO2)[nH]c(=O)c1C (stereo unspecified)
  0 | i | 9
> O=C(CSc1nnc2ccc(-c3ccncc3)nn12)Nc1ccc(F)cc1
  -5 | i | 61*

The list goes on:
Value order – OX1R antag-1 | CHT allo act | OX1R antag-2
> Cc1cccc(NC(=O)CCSc2ccccn2)c1
  -3 | i | 5
> CC1(C)OC2OC(C(=O)N/N=C/c3ccccc3F)C3OC(C)(C)OC3C2O1 (stereo unspecified)
  -12 | i | 6
> COc1cccc(NC(=O)CN(C)C(C)C(=O)NC(=O)NC2CCCCC2)c1 (stereo unspecified)
  -29 | · | 5
> O=C1N/C(=N/N=C/c2ccc(O)cc2)SC1Cc1ccccc1 (stereo unspecified)
  -12 | i | 16
> CN(CCOC(=O)c1ccc2c(c1)OCCO2)Cc1ccccc1
  -25 | i | 1
> Cc1cccc(-c2nn(-c3ccccc3)cc2C(=O)N2CCN(C3CCS(=O)(=O)C3)CC2)c1 (stereo unspecified)
  7 | · | 8
> C=CCN(c1ccc(C(=O)N2CCCC2)cc1)S(C)(=O)=O
  9 | i | 12
> O=C(Nc1ccc2c(c1)OCCO2)c1ccc(NC(=O)C2CCCO2)cc1 (stereo unspecified)
  -16 | i | 13
> c1ccc(CNc2ncnc3sc4c(c23)CCCC4)nc1
  -10 | i | 41
> Cc1cn([C@H]2C=C[C@@H](CO)O2)c(=O)[nH]c1=O
  15&1 | i | 19&6
> O=C(NCCc1ccccc1)C(=O)Nc1nccs1
  -2 | i | -1
> O=C(OCC(F)(F)F)c1cccc(COc2ccc3ccccc3c2)c1
  -5 | i | 25
> COc1ccccc1Nc1nc(NCCC(C)C)nc(N)c1[N+](=O)[O-]
  -38 | i | 10
> C=CCN1c2ccccc2[C@]23C[C@@H](C(=O)OC)N(C(=O)NCCC)C2=NC(C(=O)OC)=C(C(=O)OC)[C@H]13
  -12 | i | 19
> C/C(=N\NC(=O)COc1ccccc1F)c1cc2ccccc2o1
  8 | i | 21
> Nc1nc(CSc2ncccn2)nc(Nc2ccccc2)n1
  -10 | i | 9
> Cc1csc(SC(C)C(=O)Nc2ccc(Cl)cn2)n1 (stereo unspecified)
  -27 | i | 7
> CC(C)C(=O)Nc1cccc(C(=O)Nc2nccs2)c1
  -14 | i | 19
> COC(=O)CSc1nc(C)c2ccc(OC)cc2n1
  0 | i | 10
> O=C(Nc1ccc(S(=O)(=O)N2CCOCC2)cc1)c1nn(-c2ccc(F)cc2)ccc1=O
  -6 | i | 14
> CC(=O)c1ccc(OC(=O)CCN2c3ccccc3Sc3ccccc32)cc1
  -12 | i | 13
> O=C(O)c1ccc2c(c1)C(=O)N(c1cc(C(=O)O)ccc1Br)C2=O
  -1 | i | 9
> O=C(CCN1C(=O)/C(=C/C=C/c2ccccc2)SC1=S)Nc1nccs1
  -14 | i | 8
> Cc1ccc(-n2ncc3c(N4CCN(c5ccccc5)CC4)ncnc32)c(C)c1
  -2 | i | 14
> O=C(N/N=C/c1ccccn1)C(=O)N1CCCCCC1
  14 | i | 15
> CC1CCCC(C)N1S(=O)(=O)c1ccc(NC(=O)CNC2CCCC2)cc1 (stereo unspecified)
  -6 | i | 10
> O=[N+]([O-])c1ccc(-c2c(O)c3ccccc3c3nc4ccccc4nc23)cc1
  6 | i | 13
> Cc1c(NC(=O)c2cn3ccccc3n2)cccc1-n1cnnn1
  -9 | i | 0
> Cc1onc(-c2ccccc2)c1C(=O)Nc1cccc(S(=O)(=O)N2CCCCC2)c1
  23 | · | 30
> CCCCn1c(N)c(N(CCOC)C(=O)c2cc(C)oc2C)c(=O)[nH]c1=O
  -24 | i | 5
> CN1CCN(Cc2cc(=O)oc3ccc(Cl)cc23)CC1
  -19 | i | 6
> Cc1ccc2c(CC(=O)NCc3cccs3)coc2c1
  13 | i | 26
> C=CCNc1nc2ccccc2nc1NS(=O)(=O)c1ccc(OC)cc1
  -18 | i | 13
> CCOc1ccc(Nc2nc(Cl)nc(NCCO)n2)cc1
  -6 | i | 10
> COc1ccc(NC(=O)CC2C(=O)N(C)C(=S)N2CCc2ccccc2F)cc1 (stereo unspecified)
  -21 | i | 4
> Cc1cc(C)c2c(=O)[nH]c(SCc3ccc([N+](=O)[O-])cc3)nc2n1
  -24 | i | 21
> O=C(Nc1ccccc1)c1cc([N+](=O)[O-])ccc1NC1CCCCC1
  -40 | i | 21
> COc1ccccc1CN1CCNC(=O)C1CC(=O)NC1CCCCCC1 (stereo unspecified)
  -40 | i | 8
> Clc1ccccc1Nc1nc2ccccc2o1
  -3 | · | 6
> O=C(NCc1ccccn1)c1cc(-c2ccncc2)nc2ccccc12
  -11 | i | 13

No new results follow: 5 of the compounds above.
Value order – OX1R antag-1 | CHT allo act | OX1R antag-2
> CN1CCN(Cc2cc(=O)oc3ccc(Cl)cc23)CC1
  -19 | i | 6
> Cc1ccc2c(CC(=O)NCc3cccs3)coc2c1
  13 | i | 26
> C=CCNc1nc2ccccc2nc1NS(=O)(=O)c1ccc(OC)cc1
  -18 | i | 13
> CCOc1ccc(Nc2nc(Cl)nc(NCCO)n2)cc1
  -6 | i | 10
> COc1ccc(NC(=O)CC2C(=O)N(C)C(=S)N2CCc2ccccc2F)cc1 (stereo unspecified)
  -21 | i | 4

Pulled one by one from above (5):
Value order – OX1R antag-1 | CHT allo act | OX1R antag-2
> CC(C)(CNC(=O)c1ccc(NS(=O)(=O)c2ccc(F)c(F)c2)cc1)N1CCOCC1
  -12 | i | 17
> O=C(COc1ccccc1)Nc1nc(-c2cccnc2)cs1
  -9 | · | 2
> Cc1ccccc1NC(=O)CCCN1C(=O)C2CC=CCC2C1=O (stereo unspecified)
  -12 | i | 3
> O=C(Nc1ccccc1)c1cc([N+](=O)[O-])ccc1NC1CCCCC1
  -40 | i | 21
> O=C(Oc1ccccc1OC(=O)N1CCOCC1)N1CCOCC1
  -5 | i | 6

The results go on:
Value order – OX1R antag-1 | CHT allo act | OX1R antag-2
> CC(CN1CCN(C)CC1)OC(=O)c1ccc(Cl)cc1Cl (stereo unspecified)
  -6 | i | 3
> NS(=O)(=O)c1ccc(NC(=S)NNC(=O)c2ccc(Br)o2)cc1
  -7 | i | 24
> Cc1nc([N+](=O)[O-])cn1C(C)C
  -2 | i | 14
> CCn1cc(C(=O)NCc2ccccn2)c(=O)c2cc(F)c(N3CCN(C)CC3)cc21
  -4 | i | 1
> CCOC(=O)C1=C(C)N(Cc2ccc(C(=O)O)cc2)C(=O)NC1c1ccc([N+](=O)[O-])cc1 (stereo unspecified)
  6 | i | 30
> COc1cc(OC)cc(-c2c(-c3cccs3)c3cc(-c4ccc5[nH]ccc5c4)ccc3n2C)c1
  -37 | · | 0
> COc1ccc(/C(C)=N\NC(=O)c2ccc3c(c2)OCO3)cc1OC
  -11 | i | 12
> O=C1/C(=C\Nc2ccc(Cl)cc2)CCN1c1ncccn1
  3 | i | 18
> CC(C)CNC(C(=O)Nc1ccc([N+](=O)[O-])cc1Br)c1ccccc1 (stereo unspecified)
  -63 | i | 12
> CC(=O)C1=NN(c2ccccc2)C2(S1)S/C(=C\c1ccccc1)C(=O)N2c1ccccc1 (stereo unspecified)
  -21 | i | 10
> CC(C)(C)c1cc(C(=O)NCCN2CCCC2)cc(C(C)(C)C)c1
  0 | i | 3
> Cc1ccc(NC(=O)CCn2nc(C)cc2C)cc1
  -1 | i | 0
> COc1ccc(Cl)cc1NC(=O)CCn1c(=O)oc2ccccc21
  -10 | i | 8
> Cc1ccc(SCC(=O)c2sc(-c3ccccc3)nc2C)cc1
  -17 | i | 26
> CC1CCC(C(C)C)C(=O)/C1=C\c1ccc(NC(=O)CCC(=O)O)cc1 (stereo unspecified)
  6 | i | 12
> COc1ccc(-c2nc(S(=O)(=O)c3ccccc3)c(N3CCOCC3)o2)cc1
  -11 | i | 9
> O=C1CCC/C(=N/NC(=O)c2cc(NS(=O)(=O)c3cccs3)cc(NS(=O)(=O)c3cccs3)c2)C1
  4 | i | 4
> CCc1noc(C)c1C(=O)N(C)CC(=O)Nc1cccc(OC)c1
  -11 | · | 12
